# TAAR1 ag = human TAAR1 agonists, primary screen, Fluo-8 calcium fluorescence, CHO RD-HGA16 cells | activation, % at 3 µM | 0.99% of 360,000 active | vehicle wells 0%, saturating PEA agonist 100% | Trace amine-associated receptor 1 (Homo sapiens), Q96RJ0;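 active = activation above the mean activation of all test compounds in the run plus 3 SD, cut at about 38% in these data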
# Target sequence (Q96RJ0 whole entry, looked up): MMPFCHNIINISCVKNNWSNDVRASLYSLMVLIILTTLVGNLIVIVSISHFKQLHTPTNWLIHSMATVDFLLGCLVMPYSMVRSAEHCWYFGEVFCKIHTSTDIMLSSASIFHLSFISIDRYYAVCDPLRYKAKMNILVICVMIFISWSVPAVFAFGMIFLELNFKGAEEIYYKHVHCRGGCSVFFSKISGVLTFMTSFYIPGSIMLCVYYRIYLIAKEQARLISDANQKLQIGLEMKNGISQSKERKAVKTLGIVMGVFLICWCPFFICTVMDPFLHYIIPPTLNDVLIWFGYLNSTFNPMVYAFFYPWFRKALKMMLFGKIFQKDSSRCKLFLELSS
#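 Test system: RD-HGA16 (CHO) cells co-expressing Gα16 and hTAAR1 / Benchmarks: DMSO vehicle as 0%, PEA at EC100 as 100% / Repeats: no replicates (n 1) / Measure: % activation from peak over basal fluorescence ratio, DMSO-to-PEA scaled / Timing: 17-24 h plating, Fluo-8 75 min 37 °C, 30 min RT / Technique: kinetic Fluo-8 calcium fluorescence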
# TAAR1 antag = human TAAR1 antagonists, primary screen, Fluo-8 calcium fluorescence, CHO RD-HGA16 cells | Trace amine-associated receptor 1 (Homo sapiens), Q96RJ0 | antagonist | inhibition, % at 3 µM | 1.5% of 360,000 active | AID 624466, 2012;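 active = inhibition above a per-plate cutoff, the mean inhibition of test compounds on that plate plus 3 SD, cut at about 49% in these data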;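 also: 0% = DMSO plus EC80 beta-PEA response and 100% = DMSO alone without agonist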
#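 test system = CHO RD-HGA16 cells bearing hTAAR1 | replication = singlicate | controls = DMSO-only wells and EC80 β-PEA-stimulated wells | reagent = EC80 β-phenethylamine stimulus | read-out basis = percent inhibition of PEA-evoked calcium signal, max/basal emission ratio | schedule = seeding 17-24 h prior, 75-min 37 °C, 30-min RT dye loading | signal = kinetic Fluo-8 calcium fluorescence measurement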
# CHO parental Ca = ATP-evoked calcium signal inhibitors, parental CHO, primary screen, counter-screen for OX1R antagonist project, cell-based, fluorescence, Fluo-8 calcium dye; parental CHO-K1, ATP-induced calcium, Fluo-8 fluorescence; inhibition, % at 5.6 µM; 0.63% of 330,000 active; AID 463079, 2010;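 active = inhibition above that plate's mean sample inhibition plus 3 SD, cut at about 26% in these data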;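 also: 0% = ATP-challenged DMSO wells and 100% = DMSO wells without ATP; some compounds past the cut are filed as inactive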
#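 Assay system – parental CHO cells · Reagent – ATP stimulus · Detection – intracellular calcium via Fluo-8 no-wash fluorescent dye · Evaluation – percent inhibition of ATP-evoked calcium rise, normalized to controls · Controls – ATP wells versus no-ATP DMSO wells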
# Starred values were filed as active, the others as inactive; . = no result given. Only part of the results is shown (hit frequency here may not be typical).
SMILES,TAAR1 ag,TAAR1 antag,CHO parental Ca
Cc1sc2nc(CSc3ccc([N+](=O)[O-])cc3)[nH]c(=O)c2c1C,.,.,-2.7
CCN(CC)CCCN1C(=O)c2oc3ccccc3c(=O)c2C1c1cccs1 (configuration not stated),.,.,-6.0
CCN1C(=NCCc2cccnc2)N[C@@H](c2ccccc2)C(C(=O)OC)=C1C,.,.,-8.7
COC(=O)[C@@H](NC(=O)O[C@@H]1C(=O)c2ccc(OC)cc2O[C@H]1c1cccc(C(F)(F)F)c1)C(C)C,.,.,-29.0
CCOC(=O)c1ccc(NS(=O)(=O)c2ccc(Cl)nc2)cc1,.,.,1.3
Cc1ccc(-c2nc(SCC(=O)NCCN3C(=O)CSC3=O)[nH]c2-c2ccc(C)cc2)cc1,.,.,-30.9
O=C(c1ccc(-c2ccccc2)cc1)c1ccc([N+](=O)[O-])cc1,.,.,9.4
Cn1c(=O)c2c(ncn2CC(=O)N/N=C/C=C\c2ccccc2[N+](=O)[O-])n(C)c1=O,.,.,-5.4
CCOc1ccc(C2C(C(=O)c3cccs3)=C(O)C(=O)N2CCCn2ccnc2)cc1 (configuration not stated),.,.,4.9
CN(CC(=O)Nc1ccc(F)c(F)c1F)c1cnccn1,.,.,-5.9
COc1ccccc1N1CCN(C/C=C/c2ccc(N(C)C)cc2)CC1,.,.,-14.4
COc1cc([N+](=O)[O-])cc(/C=N/NC(=O)CSc2nnc(-c3ccccc3)n2C)c1O,.,.,-6.9
COc1ccc2c(c1)O[C@@H](c1cccc(C(F)(F)F)c1)[C@H](OC(=O)Nc1ccc(OC(F)F)cc1)C2=O,.,.,-14.6
CCOc1ccc(OCCCCNCCN)cc1,.,.,-8.1
Cc1ccc[n+](CC(=O)c2ccccc2)c1,.,.,10.6
O=C(NC1CCCCC1)C(=O)N(Cc1cccnc1)C(C(=O)NCc1ccco1)c1ccccc1 (configuration not stated),.,.,-20.1
Cc1ccc(C(=O)NC(C)c2nc3ccccc3n2CC(=O)Nc2c(C)cc(C)cc2C)cc1 (configuration not stated),.,.,-13.2
Cc1cccc(C(=O)N2CCc3cc(-c4nc(NC(=O)Cn5nnc6ccccc6c5=O)sc4C)ccc32)c1,.,.,-8.6
O=S(=O)(c1ccccc1)N1N=C(c2ccccc2)CC1c1ccco1 (configuration not stated),.,.,8.9
CCOc1ccc(S(=O)(=O)n2nnc3ccccc32)cc1C,.,.,-10.9
Cc1ccc(C)c(N2CCN(C(C(=O)NC3CCCC3)c3ccco3)CC2)c1 (configuration not stated),3.5,-25.7,.
O=C(Cc1c[nH]c2ccccc12)Nc1ccc(Nc2cccnc2)c(-c2ccc(-c3ccccc3)cc2F)c1,7.0,58.2*,.
Cc1cc2c(cc1C)-n1nnnc1C(N1CCN(c3ncccc3C#N)CC1)C(=O)N2 (configuration not stated),14.6,-5.2,.
C=CCNc1cccc2c1S(=O)(=O)N[C@@H](C)CO2,0.8,-29.7,.
COc1cc(NC(=O)[C@@H](Cc2ccccc2)NC(=O)[C@H]2O[C@@H](n3ccc(=O)[nH]c3=O)[C@H](O)[C@@H]2O)cc(OC)c1OC,0.1,-4.2,.
COc1cc([N+](=O)[O-])ccc1-c1ccc(/C=N/NC(=O)c2ccccc2O)o1,13.2,16.1,.
COc1ccc(-c2ccc3c(n2)CCCN3S(=O)(=O)c2ccccc2C)cc1,-0.9,19.3,.
Cc1cccc(Cl)c1NC(=O)NCCCN1CCOCC1,-0.3,-3.3,.
O=C(NCc1ccccc1)C(c1ccccc1)n1c(=O)c(-c2ccco2)nc2ccccc21 (configuration not stated),0.7,-14.9,.
CCCCNC(=O)c1nc(C2CCNCC2)oc1-c1cccc(C(F)(F)F)c1,5.8,-3.2,.
C[C@@H]1ON(C)[C@H]2C[C@H]3c4cc(N5CCN(C)CC5)ccc4CCN3C[C@@H]12,1.7,-24.5,.
CCCCCNC(=O)C(c1cccc2ccccc12)n1c(=O)c(-c2cc3ccccc3[nH]2)nc2ccccc21 (configuration not stated),3.9,-19.3,.
CN(C)CCCCCCN(C)C,0.8,6.0,.
C=CCN=C1NC(c2cccc(C(F)(F)F)c2)C(C(=O)OC)=C(C)N1Cc1ccccc1C(F)(F)F (configuration not stated),3.7,-3.0,.
CCC(C(=O)Nc1c(C)cccc1C)n1c(-c2ccc(=O)[nH]c2)nc2ccccc21 (configuration not stated),0.3,-12.4,.
Cc1ccc(C2CC(C(F)(F)F)n3nc(C(=O)NCC4CCCO4)cc3N2)cc1 (configuration not stated),12.3,-2.5,.
COc1cccc(C(C(=O)NC2CCCC2)N2CCN(c3cc(C)ccc3C)CC2)c1OC (configuration not stated),2.0,-41.3,.
O=C(Nc1ccc(F)cc1)C(c1ccccc1OC(F)(F)F)N1CCN(c2cccc(C(F)(F)F)n2)CC1 (configuration not stated),-0.2,-27.9,.
Cc1cccc(C)c1NC(=O)C1(C)CSCC(=O)N1Cc1cccc(C(F)(F)F)c1 (configuration not stated),-1.5,-13.9,.
CN1OC[C@@H]2CN(Cc3ccc4c(c3)OCO4)[C@H](c3ccc(-n4ccnc4)cc3)C[C@@H]21,1.4,-20.2,.
CCCCOCCCNC(=O)C[C@@H]1C[C@@]2(C(=O)OC)CC(C)(C)CC=C2N(Cc2ccco2)C1=O,-2.1,-34.7,.
O=C(NC1CCCC1)C1C(c2ccc(C(F)(F)F)cc2)=Nc2ccccc2N1C(=O)c1ccco1 (configuration not stated),-0.9,-61.9,.
C#CCNC(=O)C[C@@H]1C[C@@]2(C(=O)OC)CC(C)(C)CC=C2N(Cc2cccc3ccccc23)C1=O,3.5,-38.7,.
COC(=O)C1=C(C)N(Cc2ccc(C(F)(F)F)cc2)C(=NCc2ccccc2C(F)(F)F)NC1c1ccc(F)cc1 (configuration not stated),8.0,45.4,.
CC1(C)OC(=O)C2=C(CC(CCc3ccccc3)OC2CCc2ccccc2)O1 (configuration not stated),0.4,12.2,.
COC(=O)[C@]12C[C@H](CC(=O)NCc3ccc(C)o3)C(=O)N(CCC3=CCCCC3)C1=C[C@H](COCc1ccccc1)O[C@@H]2C,-0.4,-22.6,.
C[C@H]1CN([C@@H](C)CO)C(=O)CCCn2cc(nn2)CO[C@@H]1CN(C)C(=O)C1CC1,2.3,-3.0,.
COC(=O)C1=C(C)N(C)C(=NCc2ccccc2)NC1CCc1ccccc1 (configuration not stated),5.6,-1.2,.
O=C(Nc1ccc(Cl)cc1)N[C@@H]1CC[C@H](CCNS(=O)(=O)c2ccccc2F)O[C@@H]1CO,0.9,-2.3,.
CCCCNC(=O)c1nc(-c2ccc(C(F)(F)F)cc2)oc1-c1ccccc1,4.0,5.0,.
Cc1ccc(C(=O)Nc2c(-c3ccccc3)[nH][nH]c2=O)cc1,2.7,-21.8,.
CCCC(=O)OC[C@H]1CN(C2CCCC2)S(=O)(=O)c2c(Oc3ccccc3)cccc2O1,0.8,-8.7,.
CCOC(=O)N1CCN(C(=O)C[C@H]2C[C@@]3(C(=O)OC)C(=C[C@H](C(C)C)O[C@@H]3C3CC3)N(Cc3ccccc3)C2=O)CC1,-0.1,3.3,.
COC(=O)C1=CN(c2cccc(OCc3ccccc3)c2)C(N)=C(C#N)C1c1ccc(-c2ccccc2)cc1 (configuration not stated),-0.4,0.3,.
COC(=O)C[C@H]1CC[C@@H](NC(=O)Nc2cccc(OC)c2)[C@@H](CO)O1,1.1,-10.2,.
COC(=O)[C@@]12C[C@@H](CC(=O)N3CCN(C(=O)C4CC4)CC3)C(=O)N(Cc3ccccc3)C1=CCC(C)(C)C2,0.7,4.5,.
O=C(Nc1ccc(F)cc1)C(c1cc2ccccc2o1)N1CCN(CC(=O)N2CCCC2)CC1 (configuration not stated),1.1,10.3,.
CC(=O)N1CCN(C(C(=O)Nc2c(C)cccc2C)c2cccc(F)c2)CC1 (configuration not stated),1.1,0.7,.
CCCCNC(=O)C(NC(=O)c1ccc2ccccc2c1)C(=O)c1ccccc1 (configuration not stated),-0.4,-13.1,.
CC(C)C(C(=O)NCc1ccccc1)N(C)Cc1ccc(Cl)c(Cl)c1 (configuration not stated),3.8,8.0,.

# Profiles, quoted from the list. Order of screens: TAAR1 ag | TAAR1 antag | CHO parental Ca
# CCCCOCCCNC(=O)C[C@@H]1C[C@@]2(C(=O)OC)CC(C)(C)CC=C2N(Cc2ccco2)C1=O in the list: -2.1 | -34.7 | .
# COC(=O)C1=C(C)N(C)C(=NCc2ccccc2)NC1CCc1ccccc1 (configuration not stated) in the list: 5.6 | -1.2 | .

# Next part:
SMILES,TAAR1 ag,TAAR1 antag,CHO parental Ca
CCCCOCCCNC(=O)C[C@@H]1C[C@@]2(C(=O)OCC)CCCC=C2N(CCc2ccc(OC)c(OC)c2)C1=O,-1.2,-19.4,.
O=C(NCc1ccccc1)C(c1ccccc1F)n1c(=O)c(-c2ccccc2)nc2ccccc21 (configuration not stated),1.3,4.0,.
COC(=O)C1=C(C)N(Cc2ccccc2C(F)(F)F)C(=NCc2ccc(C(F)(F)F)cc2)NC1c1cccc(Cl)c1 (configuration not stated),2.2,-54.1,.
O=C(NCc1ccccc1)C(C1CC1)n1c(CSCCOc2ccccc2)nc2ccccc21 (configuration not stated),0.2,11.5,.
CCCc1nc2c3ccccc3ccn2c1Cc1ccccc1OC,1.6,-15.1,.
COc1ccc(NC(=O)C(c2ccc(C(F)(F)F)cc2)n2c(=O)c(-c3cc4ccccc4[nH]3)nc3ccccc32)cc1 (configuration not stated),0.3,-32.4,.
Cc1cccc(C)c1NC(=O)C(C1CC1)n1c(=O)c(-c2cc3ccccc3[nH]2)nc2ccccc21 (configuration not stated),2.3,-15.5,.
Cc1ccc([N+](=O)[O-])cc1CN1CCN(c2ncc(Cc3ccccc3)cn2)CC1,0.2,-23.4,.
COC(=O)[C@@]12C[C@@H](CC(=O)N3CCN(C(=O)c4ccco4)CC3)C(=O)N(Cc3ccccc3)C1=CCC(C)(C)C2,2.1,-14.9,.
CCN=C1NC(c2ccc(C(F)(F)F)cc2)C(C(=O)OC)=C(C)N1Cc1cccc(C(F)(F)F)c1 (configuration not stated),46.4*,44.7,.
C[C@@H]1ON(C)[C@H]2C[C@H]3c4[nH]c5c(-c6cccc(Cl)c6)cccc5c4CCN3C(=O)[C@@H]12,2.9,6.4,.
Cc1ccc(C(=O)N2c3ccccc3N=C(c3ccccc3)C2C(=O)NC(C)C)cc1 (configuration not stated),0.4,-8.7,.
Cn1cc(CC(=O)Nc2ccc(Oc3cccnc3)cc2)c2ccccc21,0.1,17.9,.
CO[C@H]1CN(C)C(=O)c2ccc(NC(=O)C3CCC3)cc2OC[C@H](C)N(CC2CCCCC2)C[C@@H]1C,-1.8,-32.0,.
CCCCCCCCN1C(=O)[C@@H](CC(=O)NCc2cccc3ccccc23)C[C@@]2(C(=O)OC)C1=C[C@H](C1CCCC1)O[C@@H]2C,2.7,-14.4,.
O=C(N[C@H]1CC[C@H](CCNS(=O)(=O)c2ccc(Cl)cc2)O[C@@H]1CO)c1cccc(F)c1,1.6,7.0,.
COC(=O)C1=C(C)N(Cc2ccccc2C(F)(F)F)C(=NCc2ccc(C(F)(F)F)cc2)NC1c1ccc(C(F)(F)F)cc1 (configuration not stated),1.4,-15.3,.
COC(=O)C1(C(=O)OC)C[C@H](c2ccc(OC)cc2)N(Cc2ccccc2OC)[C@@H]1c1ccccc1,1.5,-26.0,.
COCc1[nH]nc2c1C(c1cccc(C(F)(F)F)c1)NC2=O (configuration not stated),0.5,-3.8,.
Cc1cccc(N2CCN(C(=O)c3ccc4c(=O)[nH]c5c(C(=O)NC6CCCC6)sc(=S)n5c4c3)CC2)c1C,3.2,21.1,.
O=C(NCc1ccccc1)[C@@H]1CCCN1C(=O)[C@H]1CCCN1C(=O)c1ccc(OC(F)(F)F)cc1,-1.0,-11.4,.
CC(C)(C)c1ccc(S(=O)(=O)N2CCN(C(=O)C(=O)c3cccc(C(F)(F)F)c3)CC2)cc1,-1.0,7.3,.
O=C(C(=O)N1CCN(S(=O)(=O)c2ccc(C(F)(F)F)cc2)CC1)c1cccc(C(F)(F)F)c1,-1.7,-10.2,.

# Structures listed so far that contain two or more sulfur atoms, in the order listed:
SMILES,TAAR1 ag,TAAR1 antag,CHO parental Ca
Cc1sc2nc(CSc3ccc([N+](=O)[O-])cc3)[nH]c(=O)c2c1C,.,.,-2.7
Cc1ccc(-c2nc(SCC(=O)NCCN3C(=O)CSC3=O)[nH]c2-c2ccc(C)cc2)cc1,.,.,-30.9
Cc1cccc(N2CCN(C(=O)c3ccc4c(=O)[nH]c5c(C(=O)NC6CCCC6)sc(=S)n5c4c3)CC2)c1C,3.2,21.1,.
